UCHL1 inh = human UCHL1 deubiquitinase inhibition | purified UCHL1, Ub-rhodamine cleavage fluorescence | P09936 | actives 0.2% (n = 47,000) | inhibition, % at 20 µM
Target sequence (P09936 whole entry, looked up): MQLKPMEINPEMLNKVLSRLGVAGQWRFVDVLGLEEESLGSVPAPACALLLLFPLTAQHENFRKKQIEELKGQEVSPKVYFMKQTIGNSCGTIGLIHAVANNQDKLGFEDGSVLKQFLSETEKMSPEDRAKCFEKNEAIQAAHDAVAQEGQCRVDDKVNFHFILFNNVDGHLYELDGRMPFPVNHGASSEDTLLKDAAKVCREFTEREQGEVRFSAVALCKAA
USP7 inh = human USP7 deubiquitinase inhibition; purified USP7, Ub-rhodamine cleavage fluorescence; inhibition, % at 20 µM; actives 0.3% (n = 47,000); AID 1645854
OTUD3 inh = inhibitors of human OTUD3 deubiquitinase. Q5T2D3. inhibition, % at 25 µM. AID 1645858. purified OTUD3, Ub-rhodamine fluorescence, 2 h. actives 0.7% (n = 47,000)
USP10 inh = human USP10 deubiquitinase inhibition | purified USP10, Ub-rhodamine fluorescence, 60 min | inhibition, % at 20 µM | actives 1.1% (n = 47,000) | AID 1645856
USP8 inh = inhibitors of human USP8 deubiquitinase; AID 1645853; purified USP8, Ub-rhodamine cleavage fluorescence, 30 min; inhibition, % at 20 µM; P40818; actives 4.2% (n = 47,000)
USP17 inh = inhibitors of human USP17 deubiquitinase | A8MUK1 | purified USP17, Ub-rhodamine cleavage fluorescence, 3 h | inhibition, % at 50 µM | actives 6.5% (n = 47,000)
USP28 block = human USP28 deubiquitinase inhibition. inhibition, % at 25 µM. purified USP28, Ub-rhodamine cleavage fluorescence, 30 min. actives 3% (n = 47,000)
USP30 block = blocks human USP30 ubiquitin-rhodamine cleavage. Q70CQ3. purified USP30, Ub-rhodamine cleavage fluorescence. inhibition, % at 25 µM. actives 5.3% (n = 47,000). AID 1645860
Target sequence (Q70CQ3 whole entry, looked up): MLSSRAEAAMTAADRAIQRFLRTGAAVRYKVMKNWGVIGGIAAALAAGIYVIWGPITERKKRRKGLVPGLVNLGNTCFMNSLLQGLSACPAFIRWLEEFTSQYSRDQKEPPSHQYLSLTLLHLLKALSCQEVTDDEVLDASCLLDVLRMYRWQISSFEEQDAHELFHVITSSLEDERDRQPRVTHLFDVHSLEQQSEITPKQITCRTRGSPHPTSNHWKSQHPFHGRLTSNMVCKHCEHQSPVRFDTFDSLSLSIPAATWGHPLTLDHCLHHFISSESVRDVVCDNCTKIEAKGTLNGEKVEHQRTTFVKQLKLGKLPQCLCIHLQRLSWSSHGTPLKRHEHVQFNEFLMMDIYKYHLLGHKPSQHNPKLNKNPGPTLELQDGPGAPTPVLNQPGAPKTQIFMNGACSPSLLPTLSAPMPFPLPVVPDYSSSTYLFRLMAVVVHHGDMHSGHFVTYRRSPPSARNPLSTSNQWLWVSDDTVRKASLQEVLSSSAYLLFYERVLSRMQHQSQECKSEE
Active calls of the source: *; i = inactive; · = not tested or not shown. Rule as the data show it: active = inhibition above about 30%; inactive = the rest.

SMILES	UCHL1 inh	USP7 inh	OTUD3 inh	USP10 inh	USP8 inh	USP17 inh	USP28 block	USP30 block
Cc1ccc(C(=O)N[C@@H]2C[C@@H](Oc3cccc(F)c3)[C@H](O)[C@H]2O)nc1	-2	-3	-2	-3	-2	·	-7	-6
CC1(C(=O)NC2CCCCCC2)Cc2ccccc2C(=O)N1C1CCCCC1 (stereo not given)	-4	-1	1	4	-3	-14	-10	-4
Cc1ccc(S(=O)(=O)N2CCC(CC(=O)NCCN3CCCCC3C)CC2)cc1 (stereo not given)	-85	-82	-178	-9	-140	-128	-228	i
CO/C1=C\C(C)=C/[C@@H](C)[C@@H](O)[C@@H](C)C/C(C)=C/C=C/[C@H](OC)[C@@H]([C@@H](C)[C@@H](O)[C@H](C)[C@@]2(O)C[C@@H](OC(=O)/C=C/C(N)=O)[C@H](C)[C@@H](C(C)C)O2)OC1=O	1	16	22	28	3	56*	23	-2
CCc1noc(C)c1C(=O)N1C[C@H]2CC[C@@H](N(C)c3cccnn3)[C@H]2C1	1	3	8	3	15	3	7	19
O=C(NC1CCN(c2cc(-c3ccc(F)cc3)[nH]n2)CC1)c1cnccn1	1	0	3	1	-14	-10	2	7
COc1ccc(C(=O)Nc2ccc(-n3nc(C(F)(F)F)cc3C(F)(F)F)cc2)cc1OC	17	17	-1	2	2	0	1	0
COc1cc(C2CC(=O)c3c([nH]c(C(=O)OCCOc4ccccc4)c3C)C2)cc(OC)c1OC (stereo not given)	-24	-19	-25	-4	-16	-22	-50	-142
Cc1nc(SCC(=O)N2CCN(c3ccccc3)CC2)c2c(=O)n(C)c(=O)n(C)c2n1	2	5	2	0	4	2	0	-2
O=C(COc1ccc2ccc(=O)oc2c1)c1ccc2c(c1)OCCO2	-1	-56	-3	-3	2	43*	-20	-179
Cc1noc(C)c1CC(=O)Nc1cccc(-c2nc3ccccc3[nH]2)c1	0	0	-3	0	12	0	0	-19
OC1(c2cccnc2)CCN(Cc2ccc(F)cc2)CC1	0	3	7	1	1	4	3	4
CNc1nccnc1C1CN(S(=O)(=O)c2ccc(C)cc2)CCO1 (stereo not given)	0	2	5	1	-1	0	10	12
CNC(=O)N1CCCC1c1nnc(C(=O)Nc2ccc(F)c(F)c2)s1 (stereo not given)	-1	-40	-4	-3	-149	-29	0	-20
Cc1ccc(C(=O)N2CCC(Nc3ncnc4c3CCC4)CC2)s1	-3	-3	-2	-6	-25	-4	-8	-56
COc1ccc(N(C)C(=O)c2cc3c(=O)n(C)c4ccccc4n3n2)cc1	1	-5	-9	-5	82*	29	3	-38
CCN(CC)C(=O)c1cn(-c2ccccc2)nc1-c1ccc2c(c1)OCCO2	4	1	7	5	-11	6	3	18
Cc1ccc(-c2csc(-n3ncc(C(=O)N4CCN(C(=O)Nc5cccc6ccccc56)C(C)C4)c3C(C)C)n2)cc1 (stereo not given)	20	-32	8	-18	80*	63*	27	-53
O=C(Cn1c(=O)n(Cc2ccccc2)c(=O)c2ccccc21)OCc1ccccc1	5	-2	8	12	14	4	-4	4
Cc1c(C)n2c3c(=O)[nH]c(=O)n(C)c3nc2n1CCOCCO	1	3	6	-2	-22	4	0	10
O=C(COc1ccccc1-c1nnc(-c2ccccc2)o1)NCc1ccccc1F	-2	5	0	11	9	5	-9	-2
CCOC(=O)c1ccc(NC(=O)CSc2nnc(CNC(=O)c3ccccc3F)o2)cc1	3	5	10	4	1	20	4	10
COc1cccc(CNC(=O)c2cccc(S(=O)(=O)N3CCc4ccccc43)c2)c1	5	5	6	4	-7	-11	9	9
Cc1ncccc1C(=O)N1CCOC(CCc2ccnc(N)c2)C1 (stereo not given)	-5	-1	0	-1	-1	-6	-20	-41
Cc1cccc(C(=O)Nc2nc3n(n2)C(c2ccccc2)CC(=O)N3)c1 (stereo not given)	3	4	-2	1	27	21	2	10
CC(=O)c1ccc(OCC(=O)NC2CCCCCC2)cc1	-4	-7	6	-1	0	2	-5	1
Cc1c2oc3c(C)ccc(C(=O)NC4C(=O)NC(C(C)C)C(=O)N5CCCC5C(=O)N(C)CC(=O)N(C)C(C(C)C)C(=O)OC4C)c3nc-2c(C(=O)NC2C(=O)NC(C(C)C)C(=O)N3CCCC3C(=O)N(C)CC(=O)N(C)C(C(C)C)C(=O)OC2C)c(N)c1=O (stereo not given)	-7	-1	-13	0	-15	-35	-15	-33
O=C(NC1CCCCC1)C1CN(S(=O)(=O)c2cccc(F)c2)CC12CCOCC2 (stereo not given)	-1	-2	-8	-2	-10	-11	-11	-16
COc1ccc(-c2cc3nc([C@@H](C)NC(=O)c4ccc5c(c4)OCO5)nn3cn2)cc1	0	-34	21	1	32*	19	64*	85*
Cc1ccc(NC(=O)CNC(=O)c2cc3ccccc3o2)cc1	1	3	-2	14	-7	55*	-9	-15
O=C1CSC(c2cccs2)C1 (stereo not given)	0	-1	-37	-4	15	·	-21	-227
Cc1nn(-c2ccccc2)c(C)c1C(=O)OCC(=O)Nc1cccc2ccccc12	-2	-2	3	2	7	-3	-1	11
COc1cccc(-c2cc(C(=O)NCCN3CCOCC3)c3ccccc3n2)c1	-4	-14	-2	-1	-22	-12	-8	-10
O=C(NCc1ccc(N2CCOCC2)cc1)c1cn2c(n1)CCCC2	2	5	4	1	10	9	6	5
Cn1c(=O)[nH]c(=O)c2c1nc(SCCCO)n2Cc1ccccc1Cl	-2	-2	-3	6	-8	·	-10	0
Cn1c(CC2CCN(S(=O)(=O)c3cccnc3)C2)nc2cccnc21 (stereo not given)	0	11	8	1	14	·	0	-10
CC(=O)Nc1cc(C(=O)N2CCCC(C)C2)c2ccc(C)nc2c1 (stereo not given)	-2	-4	-21	-3	-13	-38	-29	-124
Cn1c(=O)c2c(nc(CN(Cc3ccccc3)Cc3ccccc3)n2CC(O)CO)n(C)c1=O (stereo not given)	1	1	0	0	5	-3	1	21
COc1ccc(Cl)c(NC(=O)C2CC(=O)Nc3cc(-c4ccccc4)nn32)c1 (stereo not given)	4	9	12	13	32*	57*	29	22
O=C(Nc1ccccc1Cl)N(Cc1cc2cc3c(cc2[nH]c1=O)OCCO3)C1CCCCC1	4	6	8	2	5	52*	11	-6
Cc1ccc2c(c1)N(S(C)(=O)=O)CCC(C(=O)Nc1ccccc1)O2 (stereo not given)	2	1	7	2	11	5	6	19
Cc1noc(C)c1CN1CCC(NC(=O)c2ccc(F)c(Cl)c2)C1 (stereo not given)	0	-2	-8	-5	-7	-10	-8	-25
CC1(C(=O)NC2CCCC2)CCC(=O)N1CCCc1ccccc1 (stereo not given)	-5	-12	-3	0	-12	-9	-16	-11
Cc1ccc(NC(=O)c2ccc3nncn3c2)c(C)c1	-2	-3	-9	0	-5	·	-5	-4
CCC1(c2ccccc2)NC(=O)N(CC(=O)N(C)Cc2ccccc2)C1=O (stereo not given)	-2	-3	-7	-1	-5	-1	-12	-5
COc1ccc(-c2cc(C)no2)cc1S(=O)(=O)NCc1ccc(F)cc1	-3	-7	-4	0	3	-2	-4	-2
CO[C@@H]1CC[C@H]2C[C@@H]1[C@@H](Oc1ccccn1)CN2C(=O)CO	0	2	-1	1	0	-3	5	7
C=C(NC(=O)/C(C)=C/C=C\CCCCCC(C)C)C(=O)N/C(=C/OC)C(=O)OC	-4	-4	0	-15	-28	-62	-3	-37
Clc1ccc(-c2cnco2)cn1	-4	0	-5	0	2	0	-2	-1
O=C(NCc1cc(=O)n2c(n1)CNCCC2)c1ccco1	-3	-4	-13	-2	-58	-19	-23	-39
Cc1ccc2c(c1)C(=O)N(CC(=O)N1CCC(O)CC1)CC1(CCOCC1)O2	0	7	7	1	22	15	5	20
CC(C)CCN1C(=O)CC[C@@]2(C(=O)Nc3ccn(C)n3)CCCC[C@@H]12	-1	1	3	0	10	7	0	13
CC(=O)NC(Cc1ccccc1)C(=O)NC1CCN(C(=O)Nc2ccc(Cl)cc2)CC1 (stereo not given)	-1	-115	-4	-1	-11	-1	-5	-10
O=C(Cc1ccc(-n2c(=O)c3ccccc3n(Cc3cc(=O)n4ccccc4n3)c2=O)cc1)NCCc1ccccc1	9	16	18	12	49*	14	6	-152
Cc1ccc2c(C)c(C(=O)Nc3ccc4c(c3)NC(=O)C(C)O4)oc2c1 (stereo not given)	-4	-3	-33	-7	-7	-17	-11	-207
C[C@@]12CCN(Cc3cnc(N4CCOCC4)nc3)[C@@H]1CCCCC(=O)N2Cc1ccccc1	-7	-8	-31	-3	-1	-39	-35	-131
CCCS(=O)(=O)N1C[C@H]2C[C@H](C(=O)N3CCN(C)CC3)[C@@H](C1)O2	2	7	9	2	-14	6	6	18
COc1ccc(C)cc1NC(=O)c1cc2cccnc2n(C)c1=O	1	3	1	1	1	37*	·	·
CCCOc1ccc(NC(=O)COc2ccc(C(C)(C)C)cc2)c2cccnc12	1	2	6	0	10	18	5	10
Cn1c(C2CCN(C(=O)c3ccc4ccccc4n3)C2)nc2ccncc21 (stereo not given)	0	-2	-6	1	-18	-3	-11	-8
COc1ccc2oc(C(=O)NC3CCCc4ccccc43)c(C)c2c1 (stereo not given)	0	6	-1	6	0	0	-3	17

Structures shown so far with fluorine, in the order listed:
SMILES	UCHL1 inh	USP7 inh	OTUD3 inh	USP10 inh	USP8 inh	USP17 inh	USP28 block	USP30 block
Cc1ccc(C(=O)N[C@@H]2C[C@@H](Oc3cccc(F)c3)[C@H](O)[C@H]2O)nc1	-2	-3	-2	-3	-2	·	-7	-6
O=C(NC1CCN(c2cc(-c3ccc(F)cc3)[nH]n2)CC1)c1cnccn1	1	0	3	1	-14	-10	2	7
COc1ccc(C(=O)Nc2ccc(-n3nc(C(F)(F)F)cc3C(F)(F)F)cc2)cc1OC	17	17	-1	2	2	0	1	0
OC1(c2cccnc2)CCN(Cc2ccc(F)cc2)CC1	0	3	7	1	1	4	3	4
CNC(=O)N1CCCC1c1nnc(C(=O)Nc2ccc(F)c(F)c2)s1 (stereo not given)	-1	-40	-4	-3	-149	-29	0	-20
O=C(COc1ccccc1-c1nnc(-c2ccccc2)o1)NCc1ccccc1F	-2	5	0	11	9	5	-9	-2
CCOC(=O)c1ccc(NC(=O)CSc2nnc(CNC(=O)c3ccccc3F)o2)cc1	3	5	10	4	1	20	4	10
O=C(NC1CCCCC1)C1CN(S(=O)(=O)c2cccc(F)c2)CC12CCOCC2 (stereo not given)	-1	-2	-8	-2	-10	-11	-11	-16
Cc1noc(C)c1CN1CCC(NC(=O)c2ccc(F)c(Cl)c2)C1 (stereo not given)	0	-2	-8	-5	-7	-10	-8	-25
COc1ccc(-c2cc(C)no2)cc1S(=O)(=O)NCc1ccc(F)cc1	-3	-7	-4	0	3	-2	-4	-2

Assay outcomes: PubChem, Dana-Farber Cancer Institute and Novartis Institutes for BioMedical Research (Cambridge, Mass)
